# Compound activity: PubChem BioAssay, National Center for Advancing Translational Sciences (NCATS)
# AMA1-RON2 inh – AMA1-RON2 (P. falciparum) interaction inhibition; AID 720542; actives 0.2% (n = 360,000); AlphaScreen AMA1-biotinylated RON2 peptide binding; Potency, µM (titrated, usually from 58.2 µM), for the others: at the highest dose activity change, negative = inhibition, usual class: inhibitors; active means well fitted inhibition curve with a large enough effect; inconclusive means small, poorly fitted or top-dose-only effect; inactive means no such curve, though single readings can be large or run the other way;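 further: potency means the concentration at half of the fitted maximal effect; 0% = vehicle wells and -100% = peptide control; nearly all actives have a fitted effect of over 45% in size; some results filed as inactive show a strong effect at the top dose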
#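 AMA1 (3D7) with his tag at 25 nM final met compounds first, then biotinylated RON2 peptide at 25 nM; detection used donor plus acceptor beads, 10 µg/mL apiece, read by AlphaScreen after 30 min at room temperature.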
# HCMV antiviral – blocks human cytomegalovirus replication; HFF cells, HCMV-luciferase reporter, 72 h; active compounds read low; activity change, negative = inhibition, % at 57.5 µM; actives 4.5% (n = 410,000); AID 1259415; in the data active means activity change below about -60%; inconclusive means no clear call, values can overlap the other calls; inactive means above about -39%
#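 Two compound doses tested in HFFs infected with HCMV-luciferase, MOI 1 PFU/cell, 72 h at 37C. Lysate luminescence read with OneGlo; data normalized against buffer-only and 10uM Salinomycin inhibitor controls.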
# Active calls of the source: *; ? = inconclusive; [ ] = another dose, or the depositor's remark. Unless noted, on the % scale 0 is the no-effect control and ±100 the full control effect. The list is partial. The share of hits here may be higher or lower than overall.
entry	structure	HCMV antiviral	AMA1-RON2 inh
1	N#CCCN1CCN(CCC#N)C1=S	1	16%
2	Cc1ccnc(SC2CC(=O)N(c3ccccc3)C2=O)n1 (stereo not given)	20	18%
3	CN(CC(=O)Nc1cccc(S(=O)(=O)N(C)c2ccccc2)c1)Cc1cccs1	-17	-15%
4	COC(=O)c1sc(NC(=O)COc2ccc(OC)cc2)nc1C	0	18%
5	Cn1c(=O)c2c(nc(CN3CCCCC3)n2CCCc2ccccc2)n(C)c1=O	?	18%
6	Cc1cn([C@H]2C[C@H](O)[C@@H](CNCc3ccc(F)c(N4CCOCC4)c3)O2)c(=O)[nH]c1=O	3	-2%
7	O=C(NCCO)c1cccc(-c2ccc3nncn3c2)c1	13	7%
8	CC(C)CNC(=O)C(=O)NCC1OCCN1S(=O)(=O)c1cccs1 (stereo not given)	27	-10%
9	CCCNC(=O)c1cc(C2CCCCN2S(=O)(=O)c2cn(C)cn2)on1 (stereo not given)	-3	9%
10	COc1ccc(CN2C(=O)C(CC(=O)NC3CCCC3)CC(C(=O)N(C)C)=C2C)cc1 (stereo not given)	4	3%
11	CN1CCn2cnc(C(=O)NCc3ccccc3)c2C1=O	2	20%
12	C[C@@H]1CN([C@@H](C)CO)S(=O)(=O)c2ccc(Br)cc2O[C@@H]1CN(C)C(=O)C1CC1	22	11%

# 2 records picked at random from those above, as already listed:
entry	structure	HCMV antiviral	AMA1-RON2 inh
2	Cc1ccnc(SC2CC(=O)N(c3ccccc3)C2=O)n1 (stereo not given)	20	18%
4	COC(=O)c1sc(NC(=O)COc2ccc(OC)cc2)nc1C	0	18%

# (cont.)
entry	structure	HCMV antiviral	AMA1-RON2 inh
13	Cc1cccc(C)c1NC(=O)Nc1nc(CN(C)C)cs1	9	43%[activator]
14	O=C(C[C@@H]1C[C@H]2c3cc(NC(=O)NC4CCCCC4)ccc3O[C@H]2[C@H](CO)O1)NC1CCCCC1	-20	0%
15	CC1(C(=O)NCc2ccccc2Br)CCN1Cc1ccccc1OC(F)F (stereo not given)	-36	0%
16	COc1ccc(NS(=O)(=O)c2cccc(C(=O)N3CCOCC3)c2)cc1	-1	3%
17	CO[C@H]1CN(C)C(=O)c2cc(NC(=O)c3cc(C)on3)ccc2OC[C@@H](C)N(C(=O)C2CC2)C[C@H]1C	-7	-1%
18	COc1cccc(CNc2nc3cc(-c4ccc(F)cc4)sc3c(=O)n2C)c1OC	-71*	-2%
19	CC1=C(C(=O)Nc2ccc(C(=O)NCCCN3CCCCC3C)cc2)SCCO1 (stereo not given)	21	14%
20	Cc1ccc(NC(=O)CSc2nnnn2C)cc1S(=O)(=O)N1CCCCC1	-9	52%[activator]
21	CCCCN1C[C@H](c2ccccc2)[C@@H](CC(=O)NC)C1=O	14	10%
22	CCCOc1ccc(C2/C(=C(/O)c3ccccc3)C(=O)C(=O)N2CCCN(C)C)cc1OC (stereo not given)	5	4%
23	COc1ccc(-c2csc(Nc3cccc(C)n3)n2)cc1OC	40	?
24	Cc1ccccc1-c1nc(NCC2CC2)nc2ccsc12	-5	71%[activator]
25	COc1ccc(C(c2nnnn2C(C)(C)C)N2CCC3(CC2)C(=O)NCN3c2ccccc2)cc1 (stereo not given)	-2	-23%
26	O=C(Nc1ccc(F)c(Cl)c1)c1cc(C2CCCCN2C(=O)c2cccs2)on1 (stereo not given)	-14	10%
27	COC(=O)C(C(=O)OC)C(CC(=O)c1ccc(Br)cc1)c1ccccc1 (stereo not given)	-32	-20%
28	O=C1CCCN1CCCNc1nc(NCc2cccs2)nc2ccsc12	?	2%
29	COc1ccc(Cc2c(-c3ccc(Cl)cc3)nc3c(C)cc(Br)cn23)c(C)c1	23	-9%
30	O=C(Nc1ccc(Cl)c(Cl)c1)Nc1cc(C(=O)N2CCOCC2)ccc1N1CCCCC1	-8	-1%
31	Cc1ccc(C(=O)N2CCC2(C)C(=O)NC(C)C)cc1 (stereo not given)	-10	-2%
32	CCOC(=O)c1ccc(C(=O)NNC(=O)C2CC=CCC2)cc1 (stereo not given)	-37	36%[activator]
33	O=C(NCCO)c1c(-c2ccc3c(c2)OCO3)noc1-c1ccsc1	-1	10%
34	OC(c1ccccc1)c1nc(-c2cnc3ccccc3c2)cs1 (stereo not given)	184	-6%
35	O=c1cc(Cl)nc2ccccn12	-22	-11%
36	CCCCCCCCN1C(=O)[C@H](CC(=O)N2CCC(c3ccccc3)CC2)C[C@@]2(C(=O)OC)CC(C)(C)CC=C12	-6	-10%
37	O=C1NC[C@H](Cc2ccc(O)cc2)N(C[C@@H]2CCCN2C[C@H](Cc2ccc(O)cc2)N2C[C@H](Cc3ccccc3)N(CC3CCCCCC3)C(=O)C2=O)C1=O	-10	7%
38	COc1ccc(-c2csc(Nc3ccc(Oc4ccccc4)cc3)n2)cc1	-65*	-20%
39	CC=CC(C)=CC(C)C(=O)CC(O)CC1CC(=O)NC(=O)C1 (stereo not given)	-2	11%
40	COCC(=O)N(C)C[C@H]1Oc2cc(Br)ccc2S(=O)(=O)N([C@H](C)CO)C[C@H]1C	-7	8%
41	Cc1nnc(SCc2ccccc2)nc1-c1ccccc1	55	36%[activator]
42	O=C(C=Cc1ccccc1O)c1ccccc1O	20	-15%
43	CCCC(=O)N(Cc1cc2cc(OC)ccc2[nH]c1=O)c1ccccc1OC	?	-27%
44	CCOc1ccccc1NC(=O)CN(c1ccc(OC)c(OC)c1)S(=O)(=O)c1ccc(C)cc1	23	-3%
45	COc1ccc(C(N)c2csc(Nc3nncc4ccccc34)n2)cc1 (stereo not given)	33	89%[activator]
46	O=[N+]([O-])c1ccc2c(c1)-c1ccccc1C2=NO	-70*	-16%
47	Cc1cccc(C)c1NC(=O)CN1CCN(c2ccc(F)cc2)CC1	-19	4%
48	COCCNc1nc(NCC2CCCCC2)c2sc(-c3ccccc3)cc2n1	?	-5%

# The list goes on; the last two above are carried over.
entry	structure	HCMV antiviral	AMA1-RON2 inh
47	Cc1cccc(C)c1NC(=O)CN1CCN(c2ccc(F)cc2)CC1	-19	4%
48	COCCNc1nc(NCC2CCCCC2)c2sc(-c3ccccc3)cc2n1	?	-5%
49	CCC(NCc1cccnc1)c1ccc(OC)c(OC)c1 (stereo not given)	0	5%
50	OC(c1ccccc1)(c1nc(-c2ccc3ccccc3c2)cs1)C(F)(F)F (stereo not given)	-83*	-9%
51	CCOC(=O)[C@]12CCCC=C1N(Cc1ccccc1)C(=O)[C@H](CC(=O)NCCCCc1ccccc1)C2	-16	3%
52	CN1OC[C@@H]2CN(C(=O)C(C)(C)C)[C@H](c3cccc(N4CCOCC4)c3)C[C@@H]21	-26	13%
53	CO[C@@H]1CN(C)C(=O)c2cc(NC(=O)Nc3cc(F)ccc3F)ccc2OC[C@H](C)NC[C@@H]1C	-11	-1%
54	COc1ccc(NC(=O)C[C@H]2C(=O)N(Cc3ccccc3)C[C@@H]2Cc2ccccc2)cc1	-16	-5%
55	O=c1cc(-c2ccc(F)cc2)oc2ccccc12	15	6%
56	COc1cccc(C(=O)N2CCC[C@H]2C(=O)N2CCC[C@H]2C(=O)NCc2ccccn2)c1	-8	23%
57	O=C1c2ccccc2CCc2ccccc21	-2	22%
58	O=C(CCNS(=O)(=O)c1ccc(Cl)cc1)NCCc1ccccc1	8	-2%
59	CCOc1ccc2nc(S(=O)(=O)NC(=O)C3(C)CCN3C(=O)CCc3cccs3)sc2c1 (stereo not given)	-26	-4%
60	Cc1ccccc1-c1cc2nc(NCCc3ccncc3)n(C)c(=O)c2s1	29	-13%

# Single entries from the entries so far.
# cpd 49 in AMA1-RON2 inh reads 5%
# cpd 57 in AMA1-RON2 inh reads 22%
# cpd 60 in AMA1-RON2 inh reads -13%
# cpd 54 in HCMV antiviral reads -16

# Following part
entry	structure	HCMV antiviral	AMA1-RON2 inh
61	c1ccc(Oc2ccccn2)cc1	-24	-6%
62	COc1ccc(C(=O)C=Cc2ccc3c(c2)OCO3)cc1OC	6	-2%
63	CCN1C[C@@H]2[C@@H]3C(=O)N(C)C(=O)[C@@H]3[C@](CC)(C1=O)N2C(=O)c1ccc(C)cc1	2	5%
64	C/C=C/c1ccc2c(c1)O[C@H](CN(C)CC1CCOCC1)[C@@H](C)CN([C@H](C)CO)S2(=O)=O	-20	9%
65	O=C(C[C@@H]1CC[C@@H]2[C@H](COC[C@H](O)CN2CCC(F)(F)F)O1)NCc1ccc2c(c1)OCO2	1	-1%
66	C[C@H](CO)N1C[C@H](C)[C@@H](CN(C)C(=O)Nc2ccccc2F)Oc2cc(Br)ccc2S1(=O)=O	2	-6%
67	O=C(c1ccc(F)cc1)C1CCN(Cc2ccccc2F)CC1	?	-5%
68	Cn1c(=O)c2[nH]c(=S)n(Cc3ccccc3)c2n(C)c1=O	-8	31%[activator]
69	COc1ccc(-c2csc(N(CCCN(C)C)C(=O)c3ccccc3Cl)n2)cc1	-37	-5%
70	COC(=O)[C@]12CCCCC=C1N(CCC1=CCCCC1)C(=O)[C@H](CC(=O)NCc1ccc(C)o1)C2	0	1%
71	CCCCNC(=O)c1onc(CSc2cc(C)cc(C)c2)c1C(=O)NCCCC	-18	32%[activator]
72	CCCS(=O)(=O)NC(=O)C1(C)CCCN(C(=O)/C=C/c2ccccc2)C1 (stereo not given)	1	-3%

# Entries 6–7, reprinted for reference:
entry	structure	HCMV antiviral	AMA1-RON2 inh
6	Cc1cn([C@H]2C[C@H](O)[C@@H](CNCc3ccc(F)c(N4CCOCC4)c3)O2)c(=O)[nH]c1=O	3	-2%
7	O=C(NCCO)c1cccc(-c2ccc3nncn3c2)c1	13	7%

# The list goes on:
entry	structure	HCMV antiviral	AMA1-RON2 inh
73	CCCCCCN1C[C@@H](O)[C@H](n2cc(C3CC3)nn2)C[C@@H]1c1ccc(OC)cc1	-39	-4%
74	CCOC(=O)[C@]12CCCC=C1N(Cc1ccc(Cl)cc1Cl)C(=O)[C@H](CC(=O)NCc1cccs1)C2	-6	-7%
75	COc1ccc(OC)c(NC(=O)C2(C)CCN2Cc2ccsc2)c1 (stereo not given)	-6	-27%
76	O=C(Nc1cccc(Cl)c1)c1ccc2sc([C@@H]3O[C@H](CO)[C@H](O)[C@H](O)[C@H]3O)nc2c1	7	0%
77	CN1CCN(c2ccncc2S(=O)(=O)N2CCCC2)CC1	-13	3%
78	CCC1(CC)C(=O)NC(=O)N(CCc2ccccn2)C1=O	17	-5%
79	CCOC(=O)C1(C)CCCN1C(=O)c1c(F)cccc1F (stereo not given)	-4	3%
80	COc1ccc(C2=Nc3ccccc3N(C(=O)Cc3cc(OC)cc(OC)c3)C2C(=O)NC(C)(C)C)cc1 (stereo not given)	7	-17%
81	O=C(Nc1ccc(C(=O)O)cc1)/C(=C\c1ccco1)NC(=O)c1ccc(Br)cc1	13	-1%
82	CSc1nsc(SC)c1-c1ccc(Cl)cc1	-14	-4%
83	O=C(Nc1cccc(C(F)(F)F)c1)C1Cc2c(-c3cccc(F)c3)ccnc2O1 (stereo not given)	6	0%
84	O=S1(=O)CC(N2CCCC2)CN1Cc1ccc(F)cc1 (stereo not given)	4	-6%
85	COc1ccccc1CNc1nc(NCCNC(C)=O)c2sccc2n1	20	-8%
86	CCOc1ccc(-c2cc(C(=O)Nc3cc(OC)c(OC)c(OC)c3)[nH]n2)c(C)c1	28	-4%
87	CSc1ccc(CN2CCC2(C)C(=O)Nc2ccc(C)c(O)c2)cc1 (stereo not given)	-10	-8%
88	Cc1ccc(S(=O)(=O)N2CC3(O)CN(C(=O)OC(C)C)N(C(=O)OC(C)C)CC3(OC(=O)NCc3ccco3)C2)cc1 (stereo not given)	8	-9%
89	CC(C)(C)n1nnnc1C(c1cc2ccccc2o1)N1CCCCC1 (stereo not given)	-17	-6%
90	CCc1nc2c(OCC(=O)C(C)(C)C)cccn2c1N(C)C(=O)Nc1ccccc1OC	-16	18%
91	CCOC(=O)[C@]12CCC=C1N(CCC1=CCCCC1)C(=O)[C@H](CC(=O)N1CCCC1)C2	-3	-7%
92	C/C(=N/NC(=O)COc1ccc(C(C)(C)C)cc1)c1ccc(N2CCOCC2)cc1	15	56%[activator]
93	C[C@H]1CNC(=O)c2c(C(=O)Nc3cccc(Cl)c3)ncn21	-25	76%[activator]
94	O=[N+]([O-])c1ccc(O)c(C2CCCCC2)c1	-94*	2%
95	O=C(CSc1nnc(COc2ccc(Cl)cc2)o1)Nc1nccs1	-20	40%[activator]
96	Nc1ncnc2c1ncn2[C@@H]1O[C@H](C(=O)N[C@H](CO)Cc2ccc(O)cc2)[C@@H](O)[C@H]1O	3	-3%
97	COc1ccccc1-c1nc2ccccc2n(CC(C)C)c1=O	-17	-5%
98	CC(C)c1ccc(NC(=O)Nc2nc(C(C)N)cs2)cc1 (stereo not given)	8	61%[activator]
99	CCCCCCNC(=O)O[C@@]12CN(S(=O)(=O)c3ccc(C)cc3)C[C@]1(O)Cn1c(=O)n(CCCCCC)c(=O)n1C2	-2	3%
100	CC1(C(=O)Nc2cccc3c2CCCC3)CCN1C(=O)CCc1ccc(Cl)cc1Cl (stereo not given)	-22	-3%
101	COc1cccc(-c2cc(NC=O)c3ncc(-c4cccc(C(=O)N(C)C)c4)n3c2)c1	70	23%
102	CCc1nc2c(OCc3ccccc3)cccn2c1N(C)C(=O)COc1ccccc1	-15	-9%
103	O=C(CCS(=O)(=O)c1ccccc1)Nc1nc(-c2ccccn2)cs1	-103*	164%[activator]
104	C(=NOCc1ccccc1)c1ccncc1	23	1%
105	CC1(c2nnnn2Cc2ccccc2)CCC(=O)N1CCCN1CCOCC1 (stereo not given)	-6	0%
